High-throughput results deposited in PubChem BioAssay by several laboratories.
MCL1-BIM inh – disrupts human MCL1 binding to BIM-BH3 peptide; GST-MCL1 / FITC-Bim-BH3 fluorescence polarization; hit rate 0.68% among 320,000; inhibition, % at 10.9 µM;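 active = inhibition above the mean inhibition of all tested compounds plus 3 SD, set per campaign, cut at about 40% in these data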;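 note: 0% = DMSO wells and 100% = unlabeled Bim-BH3 peptide control; higher means more loss of mP so more displacement of Bim peptide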
Target sequence (Q07820 whole entry, looked up): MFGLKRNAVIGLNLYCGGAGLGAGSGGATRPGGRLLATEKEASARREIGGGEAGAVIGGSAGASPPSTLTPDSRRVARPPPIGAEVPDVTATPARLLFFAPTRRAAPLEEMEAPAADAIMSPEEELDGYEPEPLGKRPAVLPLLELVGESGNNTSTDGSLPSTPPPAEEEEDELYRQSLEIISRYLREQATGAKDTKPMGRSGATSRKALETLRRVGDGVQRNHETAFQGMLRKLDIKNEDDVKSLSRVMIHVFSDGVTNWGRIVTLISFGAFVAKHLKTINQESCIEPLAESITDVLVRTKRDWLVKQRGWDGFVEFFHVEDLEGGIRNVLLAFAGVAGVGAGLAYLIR
MEX-5 binding – C. elegans MEX-5 TCR-2 RNA binding activity; activity score (negative = inhibition of binding), % at 10 µM; MEX-5/FITC-TCR2 RNA binding, fluorescence polarization; stronger effect = lower value; hit rate 0.38% among 300,000;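 active = inhibition past about -25% in most replicates, and total fluorescence under double the plate's negative control median, limit read from the data; inconclusive = replicates evenly split on the limit, or fluorescence at least double controls; inactive = too little inhibition in most replicates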;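 note: 0% = DMSO and -100% = 5 µM competing unlabeled TCR2 RNA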
AGP1-GFP MLPCN – alters AGP1-GFP fluorescence in TOR pathway yeast screen. S. cerevisiae AGP1-GFP multiplex flow cytometry, 3 h; GFP as percent of DMSO wells. GFP response vs DMSO, % at 10 µM. hit rate 0.02% among 320,000. AID 2066;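 active = GFP response relative to DMSO above a set limit, near screen average plus 3 SD, cut at about 150% in these data; inconclusive = fewer than 70 cells counted for the yeast strain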;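 note: median GFP channel fluorescence of the gated AGP1 strain per well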
CIT2-GFP yeast – modulators of TOR pathway CIT2-GFP in S. cerevisiae; GFP response vs DMSO, % at 10 µM; S. cerevisiae CIT2-GFP strain, flow cytometry, 3 h; 100 means same as DMSO wells; AID 2029; hit rate 0.065% among 320,000;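 active = GFP response relative to DMSO above a set limit, near the screen mean plus 3 SD, cut at about 150% in these data; inconclusive = Fewer than 70 cells measured for a yeast strain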;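 note: ratio of well median GFP fluorescence to mean of DMSO wells on the plate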
CR mimetic SO – lowers age-related superoxide in aged yeast cells | AID 2690 | hit rate 0.18% among 330,000 | S. cerevisiae aged cells, superoxide DHE fluorescence; stronger effect = lower value | superoxide response (% of plate mean), % at 10 µM;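 active = superoxide response under a set limit, about three screen SD below normal, cut at about 65% in these data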;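 note: yeast aged for seven days with compound at 30 °C before DHE staining; 100% = average MFI of all compound-treated wells on the plate with controls excluded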
GRK2 aptamer HTS – blocks RNA aptamer binding to human GRK2. P25098. hit rate 0.59% among 330,000. inhibition of aptamer binding, % at 10 µM. AID 488847. bead flow cytometry, FAM-aptamer displacement from GRK2;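 active = inhibition of aptamer binding above 40%, roughly 3 SD of noise, on plates passing a quality check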;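 note: median bead fluorescence of bound FAM aptamer so fluorescent compounds give negative values; no value below 0 was filed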
Target sequence (P25098 whole entry, looked up): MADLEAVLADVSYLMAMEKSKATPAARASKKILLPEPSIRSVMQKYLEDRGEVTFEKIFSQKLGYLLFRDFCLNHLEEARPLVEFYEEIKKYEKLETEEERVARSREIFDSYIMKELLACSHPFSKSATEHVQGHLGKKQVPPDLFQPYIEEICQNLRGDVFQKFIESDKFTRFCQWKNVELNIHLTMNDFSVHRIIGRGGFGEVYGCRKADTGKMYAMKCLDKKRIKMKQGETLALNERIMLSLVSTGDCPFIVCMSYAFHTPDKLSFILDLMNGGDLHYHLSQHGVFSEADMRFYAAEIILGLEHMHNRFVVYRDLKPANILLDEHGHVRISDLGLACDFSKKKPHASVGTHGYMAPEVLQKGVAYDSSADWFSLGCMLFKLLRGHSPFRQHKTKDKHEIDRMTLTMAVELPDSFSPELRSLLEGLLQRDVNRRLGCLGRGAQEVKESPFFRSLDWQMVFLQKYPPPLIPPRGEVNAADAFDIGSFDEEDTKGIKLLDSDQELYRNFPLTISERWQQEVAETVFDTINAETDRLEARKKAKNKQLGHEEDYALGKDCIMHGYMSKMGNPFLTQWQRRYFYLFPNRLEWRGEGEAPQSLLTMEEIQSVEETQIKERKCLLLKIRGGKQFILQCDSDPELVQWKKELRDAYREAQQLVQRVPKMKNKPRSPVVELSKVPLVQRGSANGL
VLA-4 inh – inhibition in a human VLA-4 binding assay | P13612 | inhibition, % (about 7 µM as worked out from the volumes in the protocol) | AID 2557 | VLA-4 expressing cells, ligand binding flow cytometry | hit rate 0.2% among 330,000; in the data active = inhibition above about 50%
GLD-1 TGE inh – GLD-1-TGE RNA interaction inhibition (C. elegans). hit rate 0.44% among 320,000. purified GLD-1 + fluorescein TGE RNA, fluorescence polarization. AID 2280. inhibition, % at 5.96 µM;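 active = percent inhibition above a per-plate cutoff, the plate mean of test compounds plus 3 SD, cut at about 30% in these data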;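 note: 0% = DMSO wells with GLD-1 and probe and 100% = wells lacking GLD-1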
BCLXL inh – inhibitors of human Bcl-xL | Q07817 | GST-Bcl-xL / FITC-Bim BH3 peptide fluorescence polarization | inhibition, % at 10.9 µM | hit rate 0.7% among 320,000 | AID 2129;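 active = inhibition above the mean of all tested compounds plus 3 SD, cutoff set per campaign, cut at about 30% in these data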;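 note: 0% = DMSO wells and 100% = unlabeled Bim-BH3 peptide competitor; inhibitors lower millipolarization by displacing the labeled peptide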
An asterisk follows results filed as active; ? = inconclusive; / = no result given. Not a hit list; any-hit rate near 2.1%.

No.	mol	MCL1-BIM inh	MEX-5 binding	AGP1-GFP MLPCN	CIT2-GFP yeast	CR mimetic SO	GRK2 aptamer HTS	VLA-4 inh	GLD-1 TGE inh	BCLXL inh
1	COc1ccc(CCN(C(=O)c2cccc(F)c2)C2CC(=O)N(c3ccccc3)C2=O)cc1 (centres undefined)	9	1.1	100	91	95	0	4	2	6
2	COC(=O)CC1C(=O)NCCN1C(=S)NC(=O)CCc1ccccc1 (centres undefined)	0	-0.2	97	91	95	0	0	2	0
3	O=C(Nc1cc(=O)[nH]c2ncnn12)c1ccccc1	4	2.8	106	109	97	14	-12	1	3
4	Cc1ccc(C2c3c(oc4ccccc4c3=O)C(=O)N2c2nncs2)cc1 (centres undefined)	-6	1.4	106	104	98	1	0	-4	-1
5	COc1ccccc1N1CCN(Cc2ccc(O)c3ncccc23)CC1	2	0.7	99	97	89	0	17	1	0
6	Cc1nn(-c2ccccc2)c(C)c1Cc1ccc(O)cc1	-8	2.8	98	93	85	2	3	-4	-2
7	CC(C)CN(C(=O)COC(=O)c1ccc(Cl)c(N)c1)c1c(N)n(Cc2ccccc2)c(=O)[nH]c1=O	-1	-0.4	97	101	98	1	-4	5	-2
8	Cc1ccnc(NCc2cc(C)ccc2O)c1	7	-1.7	91	106	101	0	15	-1	6
9	O=C1Cc2ccccc2C(c2ccc(Cl)cc2Cl)N1 (centres undefined)	-2	-0.4	98	101	105	4	-2	1	3
10	FC(F)(F)c1cccc(NC(=S)NCCc2ccccn2)c1	6	1.8	95	108	102	0	9	1	1
11	C=CCc1cccc2cc(C(=O)NNC(=O)CC#N)c(=O)oc12	12	-14	94	108	104	0	-10	3	3
12	CCOC(=O)C1=C(C)NC(=O)NC1c1c(OC)ccc2ccccc12 (centres undefined)	-4	4.8	101	102	100	0	-1	-3	3
13	Nc1c(S(=O)(=O)c2cccs2)c2nc3ccccc3nc2n1Cc1cccs1	5	-1.7	102	107	112	0	5	6	3
14	Cc1ccc(/C=N/NS(=O)(=O)c2ccccc2)o1	4	0.0	107	106	97	3	16	-1	1
15	Cc1csc(Sc2nc3c(c(=O)[nH]c(=O)n3C)n2CCCc2ccccc2)n1	5	-2.0	100	96	94	3	-5	4	6
16	CN(C)c1ccc(N/C(N)=N/c2nc(C(F)(F)F)cc(C(F)(F)F)n2)cc1	2	0.3	94	98	110	0	-6	1	3
17	Cc1ccc(S(=O)(=O)NNC2=NS(=O)(=O)c3ccccc32)c(C)c1	12	-4.6	103	108	81	2	34	-5	9
18	c1nc2n(n1)C1=C(CCCC1)C1(CCCCC1)N2	-4	-1.4	103	101	102	1	1	10	2
19	NS(=O)(=O)c1ccc(CCNC(=O)c2ccc(NC3=NC4CS(=O)(=O)CC4S3)cc2)cc1 (centres undefined)	0	0.8	104	94	98	0	-3	3	2
20	CC(=O)N1CCN(Cc2nc3ccc(Cl)cc3n2CCO)CC1	3	-3.8	100	102	104	1	9	0	5
21	CCOCC(=O)Nc1ccc(S(=O)(=O)NCCc2ccccc2)cc1	5	-1.4	102	111	90	0	0	-2	4
22	O=C(c1ccc(F)cc1)N1CCN2C(=O)c3ccccc3C12c1ccccc1 (centres undefined)	1	1.9	97	86	102	3	-1	0	7
23	O=C(CCCc1nc2ccccc2s1)NCc1ccccc1F	-4	3.2	101	104	102	0	7	22	-1
24	COc1cc(C)c(Br)cc1S(=O)(=O)N1CCOCC1	6	-1.9	101	102	104	2	6	2	3

Entries of single compounds from above. Order of values: MCL1-BIM inh | MEX-5 binding | AGP1-GFP MLPCN | CIT2-GFP yeast | CR mimetic SO | GRK2 aptamer HTS | VLA-4 inh | GLD-1 TGE inh | BCLXL inh
Entry for O=C(CCCc1nc2ccccc2s1)NCc1ccccc1F = -4 | 3.2 | 101 | 104 | 102 | 0 | 7 | 22 | -1
Entry for Cc1ccc(S(=O)(=O)NNC2=NS(=O)(=O)c3ccccc32)c(C)c1 = 12 | -4.6 | 103 | 108 | 81 | 2 | 34 | -5 | 9

Additional compounds follow:
No.	mol	MCL1-BIM inh	MEX-5 binding	AGP1-GFP MLPCN	CIT2-GFP yeast	CR mimetic SO	GRK2 aptamer HTS	VLA-4 inh	GLD-1 TGE inh	BCLXL inh
25	CC(=O)N1c2ccc(S(=O)(=O)N(C)C3CCCCC3)cc2CC1C (centres undefined)	-3	1.0	99	102	98	8	-2	4	3
26	COc1ccc(N2CCN(C(=O)C(=O)c3cn(CC(=O)N4CCOCC4)c4ccccc34)CC2)cc1	-4	1.1	104	105	108	0	12	2	4
27	Nn1c(SCC(=O)Nc2ccccc2)nnc1C1CCCCC1	4	-0.1	101	99	104	2	30	5	2
28	Cc1noc(C)c1CSc1nc2sc3c(c2c(=O)n1C)CCCC3	-4	-1.1	101	97	100	0	4	-5	2
29	COCCCNc1ncnc2c1cnn2-c1ccc(C)cc1C	2	2.4	106	98	116	1	4	-4	0
30	CCNc1nc(NC(C)C)nc(NS(=O)(=O)c2ccc(N)cc2)n1	9	2.1	89	89	97	0	8	2	8
31	CCSc1nnc(NC(=O)c2cccs2)s1	-4	1.6	93	106	85	0	-1	5	-5
32	O=C(c1coc2ccc(O)c(CN3CCOCC3)c12)C1CC1	4	-2.0	107	104	107	3	8	1	8
33	O=C(COC(=O)C1CC(=O)N(C2CCCCC2)C1)c1ccc(F)cc1 (centres undefined)	3	0.1	107	100	98	0	4	9	2
34	CCN(CC)S(=O)(=O)c1ccc(N2CCOCC2)c(NC(=O)c2ccco2)c1	/	/	98	110	103	0	-83	-1	/
35	N#Cc1c2c(c(=S)n(-c3ccccc3)c1N)CCCC2	33	-15	86	93	95	2	-7	24	35*
36	Cc1cc(OCC(O)CN2CCCC2)cc(C)c1Cl (centres undefined)	0	-1.8	105	100	90	1	14	1	5
37	CC(C)[C@H](NC(=O)NCCC1=CCCCC1)C(=O)O	5	-0.2	100	96	128	0	9	-5	3
38	COC(CNC(=O)c1cccnc1)OC	3	0.8	100	102	109	2	-6	-2	3
39	CNC(=O)c1cc2cc(Cl)cc(OC)c2oc1=O	6	3.4	94	107	87	1	-11	3	12
40	CCOC(=O)Cc1csc(NC(=O)c2ccc(OC)c(OC)c2)n1	6	1.8	/	111	78	9	0	-1	6
41	O=c1c(/C=N/O)c(Nc2ccccc2)nc2ccccn12	4	0.1	87	93	99	0	-10	4	7
42	Cc1ccc(S(=O)(=O)N(CC(=O)NCCC2=CCCCC2)Cc2ccccc2F)cc1	4	0.7	102	98	106	0	6	3	9
43	O=S(=O)(Nc1cccc(Cl)c1)c1ccc2oc(=S)[nH]c2c1	-13	0.3	100	94	104	3	-2	-4	-22
44	C[C@@H](C(=O)NCc1ccc(S(C)(=O)=O)cc1)[C@H]1C[C@]1(C)[C@H](NC(=O)OCc1ccccc1)c1ccccc1	2	/	92	111	105	3	2	2	7
45	Cc1ccc2nc(SC(C)C(=O)N3CCOCC3)[nH]c2c1 (centres undefined)	6	0.1	98	91	106	0	8	-5	2
46	COc1cc2[nH]c(=S)n(CCN3CCCCC3C)c(=O)c2cc1OC (centres undefined)	-4	2.2	100	102	97	0	9	-10	3
47	O=C(NCc1ccc(F)cc1)c1cnc2n(c1=O)CCS2	3	-1.1	99	109	106	0	-7	-1	4
48	O=C(NCc1ccccc1)C12CC3CC(CC(Br)(C3)C1)C2	4	-2.5	106	101	100	0	4	1	5
49	O=C(COC(=O)CCSc1ccc(Cl)cc1)Nc1ccc(F)cc1	11	0.5	89	92	102	0	-9	6	8
50	CC(=O)C1=C(C)NC(SCC(=O)Nc2nc3ccccc3s2)=C(C#N)C1c1ccc(Cl)cc1 (centres undefined)	-12	/	92	100	98	2	-8	-4	3
51	O=C(CCN(CCO)Cc1ccccc1)Nc1ccc(Br)cc1	2	-1.4	105	98	101	0	4	5	1
52	COc1ccc(C2c3[nH]c4ccccc4c3CCN2C(=O)c2cn3ccccc3n2)c(F)c1 (centres undefined)	2	1.2	100	86	114	2	2	-7	-6
53	CCCc1nnc(SCC(=O)Nc2nnc(CC)s2)n1CC1CCCO1 (centres undefined)	0	-0.3	100	101	106	0	11	5	2
54	Cc1ccc(OCC(=O)NNC(=O)CCC(=O)Nc2ccc(C)cc2C)cc1	-1	-2.0	105	96	102	0	4	-2	-1
55	Cc1cc(N2CCCC(C(=O)Nc3cccc(Cl)c3)C2)n2ncnc2n1 (centres undefined)	-2	0.5	?	90	86	0	-2	4	4
56	O=C(CCCc1ccccc1)NCCS(=O)(=O)N1CCN(c2ccccc2F)CC1	3	2.5	108	103	99	0	10	0	4
57	CC1(C)C=Cc2c(ccc3c2OC[C@H](c2ccc(O)cc2O)C3)O1	3	/	83	85	98	2	0	8	3
58	COC(=O)c1ccc(/C=N/N2CCN(Cc3ccccc3Cl)CC2)cc1	5	-2.5	103	88	101	0	-7	2	0
59	O=C(NN1C(=O)C2C3C=CC(C3)C2C1=O)c1ccncc1 (centres undefined)	3	-2.0	99	100	104	0	15	4	1
60	COc1ccc(-c2cc(-c3ccc(C)cc3)nc(SCc3nnc(-c4ccccc4)o3)c2C#N)cc1OC	-7	3.0	100	95	75	0	-2	2	1
61	C[C@H](NC(=O)[C@@H]1CSC2c3ccccc3C(=O)N21)C(=O)NC1CCCCC1 (some centres undefined)	-8	-2.0	96	91	81	0	-3	1	-1
62	CCCn1nnnc1NCc1cc(Br)ccc1OC	8	0.9	105	107	96	0	10	4	5
63	N#C/C(=C/c1ccc(Cl)cc1)NC(=O)c1ccccc1	6	0.1	105	113	97	1	-3	2	4

Entries from the list above containing two or more sulfur atoms:
No.	mol	MCL1-BIM inh	MEX-5 binding	AGP1-GFP MLPCN	CIT2-GFP yeast	CR mimetic SO	GRK2 aptamer HTS	VLA-4 inh	GLD-1 TGE inh	BCLXL inh
13	Nc1c(S(=O)(=O)c2cccs2)c2nc3ccccc3nc2n1Cc1cccs1	5	-1.7	102	107	112	0	5	6	3
15	Cc1csc(Sc2nc3c(c(=O)[nH]c(=O)n3C)n2CCCc2ccccc2)n1	5	-2.0	100	96	94	3	-5	4	6
17	Cc1ccc(S(=O)(=O)NNC2=NS(=O)(=O)c3ccccc32)c(C)c1	12	-4.6	103	108	81	2	34	-5	9
19	NS(=O)(=O)c1ccc(CCNC(=O)c2ccc(NC3=NC4CS(=O)(=O)CC4S3)cc2)cc1 (centres undefined)	0	0.8	104	94	98	0	-3	3	2
28	Cc1noc(C)c1CSc1nc2sc3c(c2c(=O)n1C)CCCC3	-4	-1.1	101	97	100	0	4	-5	2
31	CCSc1nnc(NC(=O)c2cccs2)s1	-4	1.6	93	106	85	0	-1	5	-5
43	O=S(=O)(Nc1cccc(Cl)c1)c1ccc2oc(=S)[nH]c2c1	-13	0.3	100	94	104	3	-2	-4	-22
50	CC(=O)C1=C(C)NC(SCC(=O)Nc2nc3ccccc3s2)=C(C#N)C1c1ccc(Cl)cc1 (centres undefined)	-12	/	92	100	98	2	-8	-4	3
53	CCCc1nnc(SCC(=O)Nc2nnc(CC)s2)n1CC1CCCO1 (centres undefined)	0	-0.3	100	101	106	0	11	5	2
